Rtt109 HAT inh: inhibitors of Candida albicans Rtt109/Vps75 histone acetyltransferase. actives 0.16% (n = 330,000). inhibition, % at 34.9 µM. purified Rtt109/Vps75, ThioGlo CoA-SH fluorescence, 4 h. AID 540336;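 active = inhibition of at least 50% in every replicate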
Target sequence (Q5AAJ8 whole entry, looked up): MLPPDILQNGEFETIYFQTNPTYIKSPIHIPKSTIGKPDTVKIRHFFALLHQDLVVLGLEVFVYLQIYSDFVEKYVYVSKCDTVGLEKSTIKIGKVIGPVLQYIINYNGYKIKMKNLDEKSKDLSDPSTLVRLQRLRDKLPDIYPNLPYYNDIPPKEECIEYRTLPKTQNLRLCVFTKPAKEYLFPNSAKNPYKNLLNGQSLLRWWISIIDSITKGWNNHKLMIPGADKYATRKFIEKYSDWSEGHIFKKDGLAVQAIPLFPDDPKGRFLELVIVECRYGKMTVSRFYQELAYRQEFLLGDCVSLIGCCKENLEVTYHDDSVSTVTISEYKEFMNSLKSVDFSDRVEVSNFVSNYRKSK
C-LANA FP: KSHV C-LANA DNA binding inhibition | MBP-C-LANA/FAM-LBS DNA binding, fluorescence polarization | actives 0.078% (n = 340,000) | AID 504423 | inhibition, % at 9 µM;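 active = highest replicate inhibition at or above 60% at 9 µM, even if other replicates fall short; inactive = all replicates below 60% inhibition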;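 note: 0% = neutral control wells and 100% = 4 µM acridine orange control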
RTF Ca sens act: increases calcium sensitivity of human cardiac regulated thin filaments; P19429+P45379; IANBD-labeled TnC RTF fluorescence at EC20 calcium; 0% EC20 calcium, 100% full calcium; activation, % at 7.2 µM; actives 0.24% (n = 340,000);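 active = activation above the mean over all tested compounds plus 3 SD, cut at about 30% in these data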;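 note: rise in fluorescence read as greater calcium sensitivity of cardiac thin filaments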
Keap1-Nrf2 PPI: disrupts human Keap1 binding to Nrf2 peptide; Q14145; Keap1 Kelch-Nrf2 peptide fluorescence polarization, 1536-well; inhibition, % at 9.4 µM; actives 0.15% (n = 340,000); AID 504523; in the data active = inhibition above about 12%;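 note: human Keap1 Kelch domain with fluorescein labeled Nrf2 9mer peptide probe; 0% = neutral control wells and 100% = peptide positive control; higher means more block of Keap1 binding to Nrf2 peptide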
DAGLB inh: blocks human DAGLB lipase activity; HEK293T DAGLB membrane lysate, EnzChek fluorogenic substrate; inhibition, % at 5.17 µM; actives 0.059% (n = 340,000); AID 504411; Q8NCG7; in the data active = inhibition above about 34%;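 note: 0% = enzyme with vehicle and 100% = wells lacking enzyme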
Target sequence (Q8NCG7 whole entry, looked up): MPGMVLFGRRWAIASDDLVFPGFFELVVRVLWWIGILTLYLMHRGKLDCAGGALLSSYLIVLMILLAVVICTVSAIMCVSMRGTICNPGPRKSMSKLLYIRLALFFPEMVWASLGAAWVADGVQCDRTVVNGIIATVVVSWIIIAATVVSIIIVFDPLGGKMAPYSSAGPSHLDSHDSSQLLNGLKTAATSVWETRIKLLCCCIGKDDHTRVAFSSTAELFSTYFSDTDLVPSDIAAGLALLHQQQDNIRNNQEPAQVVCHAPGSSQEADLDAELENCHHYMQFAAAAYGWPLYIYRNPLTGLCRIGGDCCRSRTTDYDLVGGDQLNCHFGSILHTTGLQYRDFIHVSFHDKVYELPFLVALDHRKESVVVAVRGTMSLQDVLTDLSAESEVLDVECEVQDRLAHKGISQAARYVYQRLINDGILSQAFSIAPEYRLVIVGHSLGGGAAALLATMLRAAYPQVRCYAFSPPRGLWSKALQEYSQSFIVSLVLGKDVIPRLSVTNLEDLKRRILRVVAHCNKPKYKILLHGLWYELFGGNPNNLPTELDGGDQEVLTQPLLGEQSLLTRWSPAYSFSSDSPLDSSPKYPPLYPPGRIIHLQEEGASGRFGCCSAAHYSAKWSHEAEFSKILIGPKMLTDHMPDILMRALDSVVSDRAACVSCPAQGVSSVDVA
PKA-R2B act: activates the human PKA-R2B holoenzyme complex; P22694+P31323; PKA-R2B holoenzyme dissociation, Cy5-IP20 fluorescence polarization; R2B truncated from residue 108, S112A mutant; 0% DMSO only, 100% 113 µM cGMP; activation, % at 11.4 µM; actives 0.079% (n = 340,000); AID 504700;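 active = activation above a cutoff set at the mean over all compounds plus 3 SD, cut at about 18% in these data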;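 note: higher means more holoenzyme dissociation and a rise in polarization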
Cardiac RTF inh: cardiac RTF calcium desensitization | IANBD-labeled cardiac RTF, Ca2+ fluorescence | actives 0.12% (n = 340,000) | P19429+P45379 | inhibition, % at 7.15 µM;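 active = inhibition above the mean inhibition of all tested compounds plus 3 SD, cut at about 17% in these data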;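 note: assay run at fixed EC70 calcium of 1.6 mM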
CAL PDZ FP-1: inhibitors of human CAL PDZ peptide binding. Q9HD26. purified CAL PDZ, TMR-peptide fluorescence polarization, 1 h. inhibition, % at 20 µM. actives 0.02% (n = 330,000). AID 504414;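 active = highest replicate inhibition of at least 40%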;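 note: plate controls were DMSO neutral control wells for no effect and unlabeled competitor peptide control wells for full effect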
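Material: tagged CAL PDZ protein CerCALP, purified; buffer or medium: sodium phosphate/NaCl buffer pH 7.4 with TCEP, IgG, Thesit; also added: fluorescent TMR peptide probe; schedule: 1 h incubation at room temperature before polarization reading; technique: fluorescence polarization from S- and P-plane intensities, G-factor corrected; control set: unlabelled peptide and DMSO controls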
CAL PDZ FP-2: inhibitors of human CAL PDZ peptide binding; Q9HD26; purified CAL PDZ, TMR-peptide fluorescence polarization, 1 h; inhibition, % at 24.9 µM; actives 0.92% (n = 300,000); AID 602252;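 active = mean inhibition of at least 30% with at least half of replicates also reaching 30%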;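 note: 0% = DMSO neutral control and 100% = excess unlabeled competitor peptide PRC23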
SR-BI uptake up: activators of SR-BI mediated HDL lipid uptake; CHO ldlA[mSR-BI] cells, DiI-HDL uptake fluorescence, 3 h; 100 = double the neutral-control signal; activation, % at 12.5 µM; actives 0.096% (n = 320,000); AID 504775;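 active = mean replicate activation of at least 60% and every replicate at or above 60%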;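 note: 0% = median plate neutral-control signal and 100% = twice that signal; values of inactives mirror those of a sister screen read the other way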
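Material – SR-BI-overexpressing, LDLR-lacking CHO cells · Medium – BSA-supplemented, HEPES-buffered Ham's F12, pH 7.4 · Doses – single concentration · Times – compound with DiI-HDL co-incubation, 3 h at 37 °C · Measured by – bottom-read fluorescence, 550/595 nm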
Starred values were filed as active, the others as inactive; . = not tested or not shown; & = joins results of further samples. Compounds were not picked by outcome, and some 1.6% of all compounds hit somewhere here.

Each structure is followed by: DAGLB inh, Rtt109 HAT inh, CAL PDZ FP-2, SR-BI uptake up, Keap1-Nrf2 PPI, PKA-R2B act, C-LANA FP, RTF Ca sens act, Cardiac RTF inh, CAL PDZ FP-1
1: O=C(NCCC1=CCCCC1)c1ccc(Cl)c([N+](=O)[O-])c1
 : -4, 6, 1, 1, -11, 0, 3.1, 1, -7, -1.2
2: N#Cc1ccc(C(CC(=O)O)N2Cc3ccccc3C2=O)cc1 (stereo unspecified)
 : 1, 5, -1, ., -2, -5, 1.2, 2, -8, 0.6
3: COc1ccc(C)cc1S(=O)(=O)N1CCc2ccccc2C1
 : -2, -1, 0, 3, -3, -8, 1.3, 1, 1, -0.1
4: O=C(CNC(=O)c1ccc(Br)o1)NNC(=O)COc1ccccc1Cl
 : 2, -3, -3, 23, 2, -1, 4.3, 5, -5, 0.8
5: CCCCn1c(NC(=S)Nc2ccccc2)nc2ccccc21
 : 2, 7, -5, -3, 6, 3, -2.5, -20, -2, 0.3
6: NNCCc1ccccc1
 : -8, 5, 1, -1, -3, 4, -1.9, 0, -25, 1.2
7: Cc1ccc(NC(=O)CN2CCCCC2)c2c1CC(C)(C)O2
 : -5, 7, -1, -4, -1, -7, -0.3, -8, 13, -1.5
8: CCOc1cnc(C(=O)NNC(=O)C(Br)C(C)C)o1 (stereo unspecified)
 : -4, -7, ., -5, -3, -2, 0.2, -2, -18, -0.7
9: CCOC(=O)/C(C#N)=C/Nc1cc(OC)ccc1OC
 : -3, 2, 0, -26, -5, -2, 3.6, 0, -4, 0.1
10: CCC(NC(=S)NC1CCCCC1)c1ccc(C)cc1 (stereo unspecified)
 : -2, -9, 8, 6, 3, 1, -1.0, 2, -2, -1.5
11: O=C(Cc1ccc(Cl)cc1)NCCc1c[nH]c2ccccc12
 : -5, 3, 3, -10, -5, -16, -15, -1, -6, 1.4
12: CCCNC(=O)c1noc2c1CCc1ccccc1-2
 : -2, 2, ., 16, 6, -12, -1.1, -3, -11, -1.8
13: CCCCn1c(N)c(N(CCOC)C(=O)c2cc(-c3ccco3)nc3ccccc23)c(=O)[nH]c1=O
 : -1, 0, 1, 4, -4, 1, 2.9, -4, -1, -0.6
14: COc1ccccc1OCC(=O)N1CCN(S(=O)(=O)c2ccc(Cl)cc2)CC1
 : 2, -5, 0, -26, 1, -14, -0.1, 1, -24, -2.2
15: O=C(c1cc(S(=O)(=O)N2CCOCC2)ccc1F)N1CCCc2ccccc21
 : 0, 10, -1, -14, -1, -9, -0.3, -1, -17, -0.1
16: COc1cccc(NS(=O)(=O)c2c(C)n(C)c(=O)n(C)c2=O)c1
 : 0, -6, -5, 12, -7, 10, 0.8, 6, -8, -0.2
17: CC(C)(C)c1ccc(NC(=O)N2CCCN(c3ccc([N+](=O)[O-])cn3)CC2)cc1
 : -4, 21, -2, -67, -4, -2, -0.6, -2, 2, -1.6
18: CCOc1ccc(CN(C)C(=O)c2ccc(NC(=O)CC3SC(N4CCCC4)=NC3=O)cc2)cc1 (stereo unspecified)
 : -5, 42, 0, -15, -5, -7, -1.9, -4, 0, -2.4
19: CSc1ncc2c(=O)[nH]c(-c3ccccc3)nc2n1
 : -2, -3, 7, -5, -2, 4, 2.5, 0, -5, 0.5
20: COc1ccc(N2CCN(C(=O)COC(=O)[C@@H](NC(=O)c3c(F)cccc3F)C(C)C)CC2)cc1
 : 0, 1, ., -30, -2, 2, 0.6, -2, -11, 1.7
21: O=C(NNC(=O)c1ccc(Cl)cc1Cl)c1ccncc1
 : -3, 15, 0, 22, 4, -5, -2.0, 4, 4, 0.2
22: COc1ccc(C(=O)CCNc2cccc(Cl)c2)cc1
 : -4, 1, ., -3, -2, 4, 1.4, -5, -14, 0.7
23: COC(=O)c1ccsc1NC(=O)CSc1nnnn1-c1ccccc1SC
 : -4, -3, -1, -1, -5, 2, -0.4, 3, -9, -0.3
24: CCOc1ccc(S(=O)(=O)NCCC(=O)NCc2ccc(OC)c(OC)c2)cc1
 : 0, 0, ., 1, -6, 5, -0.9, -4, 4, -0.6
25: CC(Sc1ccc(Cl)cc1)C(=O)Nc1ccc(S(=O)(=O)N2CCOCC2)cc1 (stereo unspecified)
 : -2, 24, 1, -12, 2, -5, 0.3, 2, -3, -1.0
26: COc1cc(NC(=O)c2onc(C)c2Cl)c(OC)cc1Cl
 : -3, 3, ., -13, 2, 3, 0.0, -6, -7, -0.9
27: CCOc1ccc(OCC)c(NC(=O)CN(C)S(=O)(=O)c2cccc3nsnc23)c1
 : -1, 0, -2, -47, -3, 3, 1.6, 4, -8, -0.4
28: Cc1ccc(N(C(=O)c2snc(C(N)=O)c2N)C(C(=O)NCC2CCCO2)c2c[nH]c3ccccc23)cc1 (stereo unspecified)
 : 4, -7, ., ., -8, -5, -1.6, -4, 9, -3.2
29: Cc1ccc(C)c(N(C(=O)Cn2nnc3ccccc32)C(C(=O)NC(C)(C)C)c2ccsc2)c1 (stereo unspecified)
 : 2, -10, -2, 30, -2, -6, -0.5, 7, -8, -2.1
30: O=C(Nc1nc2c(Cl)ccc(Cl)c2s1)c1ccco1
 : -2, 3, ., 9, -4, -2, -0.1, -3, 0, -1.5
31: CC(C)N(C(=O)CSc1n[nH]c(=O)n1CCc1ccccc1)C(C)C
 : -1, -11, -1, ., -2, 9, -0.4, -3, -5, -2.1
32: COC(=O)c1cccc(NC(=O)C2CCCN2C(=O)c2cccs2)c1 (stereo unspecified)
 : -3, 2, -3, 9, 1, -5, 0.7, 8, 6, -1.3
33: COc1cc(SC)ccc1C(=O)NCCOc1c(C)cc(C)cc1C
 : -17, -11, ., -41, -7, -8, -1.1, 5, 3, -0.6
34: CCCOC(=O)c1cccc(NC(=O)c2cccnc2)c1
 : -3, -1, -5, -9, -1, -8, 2.0, -1, -7, -0.4
35: COc1cc(/C=N/O)c(Br)cc1OCC(=O)Nc1ccccc1C
 : -8, -7, 1, -26, -3, -14, -0.9, -1, 9, -0.5
36: CCOC(=O)c1sc(NC(=O)CSc2nc3c(cc2C#N)CCCCCC3)c(C#N)c1C
 : -2, -13, -4, -75, -2, -7, 0.9, -6, -8, -1.2
37: Cc1cc(S(=O)(=O)N2CCOCC2)ccc1OCC(=O)NCc1ccccn1
 : 1, 20, -2, 8, -4, 0, 0.9, -3, 2, -3.3
38: COc1ccc(NC(=O)CCS(=O)(=O)c2ccc3c(c2)oc(=O)n3C)cc1
 : 1, 1, 0, 34, 0, -2, 0.1, -5, 3, -1.5
39: COc1ccccc1CNC(=O)C1CCN(S(=O)(=O)c2ccc3c(c2)NC(=O)CO3)CC1
 : 1, -5, 17, -7, 1, -4, -0.7, 4, -6, -1.3
40: CC(=O)Oc1ccc(-c2cccc(C(=O)O)c2)cc1
 : 0, ., -2, -4, -3, 4, 1.3, 2, -6, -2.5
41: O=C(c1ccc(-c2ccccc2Cl)o1)N1CCCC(C(F)(F)F)C1 (stereo unspecified)
 : -12, -1, -5, -7, -2, -10, 1.6, -4, 1, -1.4
42: CCOC(=O)c1sc2nc(C)[nH]c(=O)c2c1C
 : -2, 1, -6, 21, 3, 1, 0.1, -4, -1, -0.4
43: Cc1cccc(C(=O)OC(C)C(=O)N2CCN(Cc3ccccc3)CC2)c1 (stereo unspecified)
 : -2, -5, 2, -7, 1, 9, -0.1, -4, -8, -1.2
44: O=C(Nc1nnc(S(=O)(=O)N2CCOCC2)s1)c1ccc(Cl)cc1
 : 1, 0, ., 19, 0, -4, 0.3, -1, -6, -0.4
45: Cc1cc(C(=O)NN=C2CCCCCC2)c(C)o1
 : -3, -3, 4, 15, -3, -1, -0.8, 4, -19, 0.0
46: CCn1c(SCC(=O)Nc2ccccc2Cl)nnc1C1CC1
 : -4, -3, ., ., -1, -5, 33, -1, -8, -1.1
47: CSCCC(NC(C)=O)C(=O)Oc1ccc2c3c(c(=O)oc2c1)CCCC3 (stereo unspecified)
 : 0, -84&-72, 4, 4, 6, 0, -0.2, 2, -7, -1.9
48: COc1ccc(C(=O)c2sc(Nc3ccccc3)nc2C)cc1
 : -3, 2, -1, -33, -2, 0, 1.5, -4, -7, 0.2
49: Cc1cc(C)c(OCCCCCn2ccnc2)c(C)c1
 : -5, -4, 12, -14, 1, -9, 1.1, -4, -3, -0.3
50: COCc1ccc(-c2c(-c3ccsc3)oc(=O)c3cc(OC)c(OC)cc23)cc1
 : -5, 0, -3, -7, -1, 7, -0.9, -4, -2, -0.8
51: Cc1ccc(Sc2ncccc2NC(=O)c2ccccc2Cl)cc1
 : ., 0, -2, 15, -2, ., 0.6, ., ., 0.1
52: CC[C@@]1(C(=O)OC)N[C@H](CN(C)S(=O)(=O)c2ccc(C(F)(F)F)cc2)[C@@H]2C(=O)N(C)C(=O)[C@@H]21
 : -1, 8, 0, -9, -1, -8, -0.7, -5, -6, 1.0
53: COc1ccc(NC(=S)NCCN2CCC(C)CC2)cc1Cl
 : 1, -1, ., 9, -6, -2, 0.2, 9, -4, 0.9
54: Cc1ccc([C@@H]2CC=C(C(=O)O)[C@H](c3cccc(Cl)c3)N2S(=O)(=O)c2ccc(C)cc2)cc1
 : 4, 17, -11, 8, -4, -13, 6.0, -3, 3, -1.0
55: Cn1cncc1COC(=O)c1ccc(Cl)cc1
 : -1, 5, -3, 17, -3, 1, 0.4, 5, -7, -0.8
56: CCOc1cccc(C2C(C(=O)c3ccc(C)o3)=C(O)C(=O)N2c2nccs2)c1 (stereo unspecified)
 : -1, 9, -1, 11, 24*, 6, 21, 7, -25, -4.0

Source: PubChem BioAssay (several laboratories)
